NOD2 inhibition: inhibition of NOD2-driven NF-kB reporter – cell-based, luminescence, uHTS, HEK293 (AID 1566); inhibition, % at 4 µM, or EC50 in µM where a hit was titrated; 0.63% of 290,000 active; HEK293 NOD2/NF-kB luciferase reporter, luminescence; higher % means a stronger effect; further: many of its hits are not listed in these tables
GPR55 LPI antagonism: inhibition of LPI-stimulated GPR55 beta-arrestin translocation – imaging, U2OS, beta-arrestin-GFP, LPI agonist, primary screen (AID 2013) | inhibition, % at 10 µM, or IC50 in µM where a hit was titrated | U2OS GPR55 beta-arrestin-GFP translocation imaging, LPI antagonism; higher % means a stronger effect | 0.13% of 290,000 active;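 active means spots per cell inhibited over 60%, with over 100 cells counted and total cytoplasm intensity under 500,000; inconclusive means wells with under 100 cells, flagged as likely toxic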;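 further: U2OS cells stably carrying GPR55 and arrestin-GFP stimulated by 5 µM LPI near EC80; imaged beta-arrestin-GFP aggregate spots per cell after agonist stimulation; plate controls were LPI-stimulated DMSO wells for no effect and DMSO wells without LPI for full effect; some results filed as inactive read as strong as hits; confirmed hits need IC50 under 10 µM and bright autofluorescent wells are also inconclusive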
NOD1 inhibition: NOD1 signaling inhibitors, primary screen, cell-based, luminescence, uHTS (AID 1578); NOD1-driven NF-kB luciferase reporter cells, luminescence; higher % means a stronger effect; inhibition, % at 4 µM; hits with a dose series show EC50 in µM; 1% of 290,000 active; in the data active means inhibition mostly above about 36%, no sharp cut-off; inactive means mostly below about 34%;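 further: HEK-293T reporter cells stimulated with the NOD1 agonist gamma-tri-DAP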
GPR35 arrestin U2OS: GPR35 antagonists blocking zaprinast-driven arrestin recruitment, primary screen, imaging, U2OS, beta-arrestin-GFP, zaprinast agonist (AID 2058). U2OS GPR35 beta-arrestin-GFP translocation imaging, zaprinast antagonism; higher % means a stronger effect. 0.052% of 290,000 active. inhibition, % at 10 µM, or IC50 in µM where a hit was titrated;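 active means inhibition of at least 50% with at least 30 cells and total cytoplasm GFP at most 10,000,000; inconclusive means under 30 cells or total GFP of 10,000,000 plus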
GPR55 beta-arrestin: GPR55 agonists via beta-arrestin recruitment, primary screen, imaging, U2OS cells, beta-arrestin-GFP redistribution (AID 1961) | U2OS GPR55 beta-arrestin-GFP redistribution imaging; higher % means a stronger effect | activation, % at 10 µM; hits with a dose series show EC50 in µM | 0.048% of 290,000 active;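 active means activation above 40% with more than 50 cells counted in the well; inconclusive means wells holding fewer than 50 cells, flagged as toxic or sparse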;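 further: U2OS osteosarcoma cells stably expressing GPR55 and beta-arrestin-GFP; plate controls were DMSO negative control for no effect and LPI positive control for full effect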
KOR beta-arrestin-1: KOR antagonists, beta-arrestin recruitment, cell-based, luminescence, uHTS (AID 1778) | KOR beta-arrestin recruitment, luminescence, antagonist mode; higher % means a stronger effect | inhibition, % at 10 µM, or IC50 in µM where a hit was titrated | 0.091% of 290,000 active; further: strong numbers were not always called active
HIV peptide binding: inhibitors of HIV fusion peptide binding, primary screen, biochemical, uHTS, fluorescence dequenching (AID 1986); cell-free peptide binding, fluorescence dequenching, 30 min; higher % means a stronger effect; 0.3% of 290,000 active; one-dose inhibition, % at 20 µM; IC50 in µM for titrated hits; in the data active means inhibition mostly above about 52%, no sharp cut-off; inactive means mostly below about 76%; further: some results filed as inactive read as strong as hits
KOR beta-arrestin-2: KOR agonists, beta-arrestin recruitment, primary screen, cell-based, luminescence, uHTS (AID 1777); KOR beta-arrestin recruitment, luminescence; higher % means a stronger effect; activation, % at 10 µM; hits with a dose series show EC50 in µM; 0.02% of 280,000 active; in the data active means activation above about 50%, passing the limit was not always enough; further: a part of the inactive calls stands beside numbers as strong as those of hits
Myeloid diff MLP: compounds promoting myeloid differentiation | ER-HoxA9 myeloid progenitors, lysozyme-GFP differentiation, flow cytometry | calls only at 10 µM | 1% of 360,000 active | AID 624256;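 active means normalized GFP-positive differentiation at or above the plate's own cutoff, the solvent-only control mean plus 3 SD; inconclusive means no clear call, values can overlap the other calls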;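 further: cells exposed to compound for four days before flow analysis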
Myeloid diff MLP GFP+ MAC1+ %: second read-out of Myeloid diff MLP, no call of its own (marks repeat the call); GFP+ MAC1+ double positive, %; measured here: differentiation confirmed by MAC1 staining
The depositor's hits bear a star; i = inactive; u = inconclusive; x = no result given; + = active, no number; & = joins results of further samples; [ ] = remark or other dose. Unless noted, no stated cut-off is given here; in the data, active means inhibition above about 50%; inactive means the rest. An excerpt. The share of hits here may be higher or lower than overall.

nr	SMILES	KOR beta-arrestin-1	NOD2 inhibition	KOR beta-arrestin-2	Myeloid diff MLP GFP+ MAC1+ %	HIV peptide binding	GPR55 beta-arrestin	Myeloid diff MLP	GPR35 arrestin U2OS	NOD1 inhibition	GPR55 LPI antagonism
1	COCCn1c(=O)[nH]c(=O)c2c1nc(-c1ccc(-c3ccc(Cl)cc3[N+](=O)[O-])o1)n2Cc1ccccc1	-6%	3%	11%	0.8	29%	-0.1%	i	-26%	-14%	5%
2	CC1(C)CC(=O)C=C(NCCc2ccccc2)C1	-37%[20 µM]	-5%	3.1%	0.1	-2.8%	-0.2%	i	3%	33%	8%
3	CCNC(=O)CC1C(=O)N(c2ccc(F)cc2)C(=O)N1Cc1ccc(OC)cc1 (centres undefined)	-53%	1%	7.0%	7.1	1.2%	-0.1%	i	7%	-15%	6%
4	CCN(CC)S(=O)(=O)c1cccc(C(=O)Nc2ccc(C#N)cc2)c1	23%	38%	-0.1%	1.6	-1.3%	-0.4%	i	6%	43%	8%
5	COc1ccc(Cl)cc1C(=O)Nc1cccc(-c2ccc3nncn3n2)c1	3%	16%	-2.7%	0.9	48%	0.3%	i	-4%	-33%	7%
6	Cc1nc2sc(C(c3ccccc3)N3CCN(CCO)CC3)c(O)n2n1 (centres undefined)	32%	11%	-0.6%	1.6	-0.9%	0.7%	i	6%	4%	-1%
7	Cc1ccc(-n2cc(C(C)(C)C)[nH]c2=S)cc1	13%	2%	0.6%	0.9	-1.2%	-0.1%	i	-3%	-8%	18%
8	CC(C)n1cnnc1SCC(=O)Nc1ccc(Br)cc1F	12%	7%	-3.7%	1.0	1.3%	-0.4%	i	-9%	-16%	9%
9	COCCNC(=O)c1ccc(C(=O)C(=O)c2ccccc2)cc1	x	3%	8.1%	0.8	0.4%	0.1%	i	-2%	-19%	8%
10	S=C(NCCNC(=S)Nc1ccccc1)Nc1ccccc1	-9%[20 µM]	18%	-4.6%	0.2	-1.0%	-0.1%	i	8%	-12%	-6%
11	O=C(Nc1cccc2c1CCCC2)C1CCCN(S(=O)(=O)c2cccc3nonc23)C1 (centres undefined)	29%	0%	-4.5%	0.7	-0.1%	0.4%	i	4%	13%	9%
12	COc1ccc(NC(=O)CCN2CCOCC2)c(OC)c1	-21%[20 µM]	11%	x	0.1	0.1%	-0.1%	i	-1%	-2%	2%
13	CCOC(=O)CC(=O)CSc1nc2nc(C)cc(C)n2n1	-46%	-2%	1.9%	6.6	-2.8%	0.0%	i	-3%	8%	-2%
14	Cc1nn(CC(=O)Nc2cccnc2)c(C)c1[N+](=O)[O-]	-23%	3%	3.9%	0.4	-1.0%	0.4%	i	4%	-8%	2%
15	CCN(CC)S(=O)(=O)c1ccc(Cl)c(C(=O)NCc2ccco2)c1	-10%	-1%	-7.1%	0.7	-0.9%	-0.2%	i	-15%	-36%	-5%
16	COC(=O)c1c(C)oc2ccc(N(C(C)=O)S(=O)(=O)c3ccccc3)cc12	-3%	44%	0.4%	2.4	-1.0%	-0.1%	i	-4%	10%	-1%
17	COc1ccc(CCNS(=O)(=O)c2cn(C)nc2C)cc1OC	9%	-4%	-2.7%	1.1	0.2%	0.0%	i	-10%	-22%	7%
18	Cc1cc(C)cc(OCCNC(=O)c2ccc(Br)cc2)c1	0%	20%	-2.1%	0.9	2.6%	0.2%	i	13%	3%	3%
19	COc1cc(C2C(C#N)=C(N)Oc3cc(C)n(CC4CCCO4)c(=O)c32)cc2c1OCO2 (centres undefined)	-37%	-11%	6.9%	x	0.1%	-0.3%	x	1%	-15%	-7%
20	C=CCN(C(=O)CN1CCCCC1)c1nc(-c2ccccc2)cs1	-19%	-18%	0.8%	1.4	-1.5%	-0.2%	i	0%	-8%	4%
21	Cc1nc(NC(=O)CSc2nncs2)c(Cl)cc1Cl	25%	11%	0.2%	0.2	-1.2%	-0.2%	i	2%	5%	-8%
22	O=C(NCCCn1ccnc1)C1CC(c2ccccc2Cl)=NO1 (centres undefined)	-1%	13%	2.8%	0.5	-0.1%	-1.9%	i	4%	10%	-2%
23	Cc1c(NC(=O)COC(=O)C2CC3C=CC2C3)c(=O)n(-c2ccccc2)n1C (centres undefined)	16%	20%	-1.3%	0.9	-0.5%	0.3%	i	6%	13%	-5%
24	COCCNC(=O)CN(Cc1ccccc1)C(=O)CCC(=O)Nc1nccs1	0%	-13%	-4.7%	1.4	-1.7%	-0.2%	i	0%	-43%	4%
25	CC(C)NC(=O)c1onc(CSc2ccc(F)cc2)c1C(=O)O	-14%	8%	2.8%	1.5	1.5%	-0.1%	i	-3%	9%	-9%
26	COc1ccc(S(=O)(=O)n2nc(OC(=O)c3ccco3)cc2N)cc1	3%	9%	-1.1%	0.7	4.5%	-0.2%	i	-12%	18%	0%
27	COc1cccc(C2=NOC(C(=O)Nc3cccc(C(C)=O)c3)C2)c1OC (centres undefined)	18%	11%	-5.4%	7.4	1.9%	-0.1%	i	5%	-10%	15%
28	CCN(CC)C(=O)N1c2ccccc2Sc2ccccc21	-21%[20 µM]	9%	-3.6%	0.9	-1.2%	0.0%	i	-8%	9%	1%
29	c1cncc(-c2nc3ccccc3[nH]2)c1	-7%&-6%	-15%&-6%	12%	x	-1.1%&-1.9%	-0.1%&0.5%	x	1%&6%	8%&5%	-10%&6%
30	O=C(N/N=C1\CCCCc2ccccc21)c1ccccn1	4%	-20%	-2.0%	0.6	-2.1%	1.0%	i	-13%	-24%	7%
31	COc1cc2[nH]c3c(N4CCN(c5ccccn5)CC4)ncnc3c2cc1OC	-31%	-5%	1.8%	1.3	4.8%	1.0%	i	15%	31%	12%
32	Cn1c(=O)cc(SCC(=O)NCC2COc3ccccc3O2)c2ccccc21 (centres undefined)	-6%	11%	2.6%	0.9	-2.5%	0.0%	i	-8%	-26%	5%
33	Cc1cc(C)c(NC(=O)c2ccccc2CCc2ccccc2)c(C)c1	-2%	16%	5.0%	1.9	-2.1%	0.2%	i	4%	x	11%
34	Cc1cccc(OCCCC(=O)Nc2ccc(S(=O)(=O)Nc3onc(C)c3C)cc2)c1	10%	-9%	-0.7%	1.1	-1.0%	-0.1%	i	-2%	-15%	21%
35	CCCCc1cc(=O)oc2cc(OCC(=O)NCCN3CCOCC3)ccc12	1%	10%	-2.2%	1.4	0.7%	0.2%	i	-3%	-13%	14%
36	Cc1oc(C(C)(C)C)c(CN2CCCC2)c1C(=O)O	-13%	-6%	1.2%	0.6	-0.2%	0.2%	i	14%	-2%	-6%
37	COc1ccccc1-n1c(C)c(C(C)=O)c2cc(O)ccc21	1%[20 µM]	22%	-6.1%	0.2	-0.5%	-0.1%	i	10%	8%	-15%
38	COc1ccc(C(C(=O)NCC2CCCO2)N(C(=O)CNC(=O)c2ccco2)c2ccccc2)cc1OC (centres undefined)	-11%	-3%	8.2%	0.6	-1.8%	0.8%	i	-14%	-2%	-10%
39	O=[N+]([O-])c1ccc(N/N=C/c2c[nH]c3ccccc23)c(S(=O)(=O)Nc2ccc(Cl)cc2)c1	10%	3%	-12%	21*	36%	0.2%	+	-3%	9%	-1%
40	Cc1ccc2c(c1)-c1c(cnn1CC(=O)N1CCCN(Cc3ccccc3F)C1)CO2	21%	11%	-2.8%	5.8	1.3%	-0.1%	i	-15%	12%	-8%
41	COc1ccc(C(=O)NCc2nnc(SCC(=O)NCc3ccco3)o2)cc1OC	6%	7%	-2.3%	2.0	-1.7%	-0.1%	i	-2%	-17%	-1%
42	Cc1ccc(S(=O)(=O)CC(O)CN2CCCC2=O)cc1 (centres undefined)	-42%	6%	1.5%	1.0	-1.6%	-0.1%	i	15%	-5%	6%
43	O=S(=O)(c1ccccc1)c1ccc(C(F)(F)F)cn1	-13%	12%	-0.7%	0.1	0.4%	-0.6%	i	-9%	-10%	-1%
44	CC(=O)NCCn1c(SCC(=O)NCCc2ccc(S(N)(=O)=O)cc2)nc2ccccc2c1=O	-4%	6%	-1.5%	0.2	-1.5%	-0.1%	i	-5%	-39%	-2%
45	COc1ccc2c(c1)[nH]c1c(=O)n(CCc3cnc[nH]3)cnc12	12%	5%	-0.5%	0.8	0.7%	-0.1%	i	-10%	-11%	6%
46	COC(=O)c1cccc(COC(=O)c2ccccc2NC(=O)c2ccco2)c1	33%	10%	18%	2.9	-1.6%	-0.1%	i	11%	x	8%
47	Cc1ccc(NS(=O)(=O)c2csc(C(N)=O)c2)cc1C	-6%	31%	-3.6%	0.6	-1.7%	0.0%	i	-1%	1%	1%
48	COC(=O)CC1C(=O)NCCN1C(=O)Nc1cccc(Cl)c1 (centres undefined)	-27%[20 µM]	10%	-1.0%	0.3	-0.6%	-0.1%	i	3%	4%	9%
49	CC1CCCN(C(=O)CN2C(=O)C(C)Oc3ccccc32)C1 (centres undefined)	-44%	-8%	1.5%	1.5	-2.5%	-0.1%	i	-1%	10%	5%
50	C=CCN1CCN(C(c2ccccc2OC)c2nnnn2C(C)(C)C)CC1 (centres undefined)	-35%[20 µM]	8%	x	0.5	-1.3%	0.2%	i	0%	-16%	-10%
51	Cc1nonc1C(=O)N/N=C/c1ccc(O)c(O)c1	-52%	8%	-3.4%	1.5	6.9%	-0.4%	i	15%	2%	4%
52	Cc1cc(Cl)c2oc(C(=O)N3CCN(C(=O)c4ccco4)CC3)c(C)c2c1	-43%	-33%	1.6%	x	0.3%	-0.1%	u	2%	-48%	2%
53	Cc1cc(N2C(=O)CC(C(C)c3ccccc3)C2=O)no1 (centres undefined)	23%	-7%	-0.1%	0.9	0.7%	-0.4%	i	12%	-47%	8%
54	CC(=O)N1CCC(N(CCN2CCOCC2)C(=S)Nc2cccc(C)c2C)CC1	14%	6%	3.2%	0.3	3.5%	-0.2%	i	7%	-21%	4%
55	Cn1c(=O)n(C/C=C/c2ccccc2)c(=O)c2c1nc1n2CCCN1c1ccc(F)cc1	-10%	1%	-8.2%	0.5	6.7%	0.3%	i	8%	-7%	0.62µM*
56	O=C(c1ccc(CS(=O)Cc2ccc(Cl)cc2)o1)N1CCN(c2ccccn2)CC1 (centres undefined)	28%	14%	3.3%	5.4	-0.2%	-0.1%	i	14%	-20%	-3%
57	N/C(=N\OC(=O)c1ccc2c(c1)OCO2)c1cccnc1	-2%[20 µM]	-89%	x	0.5	0.8%	1.0%	i	12%	-29%	1%
